Bioassay records: PubChem, NCI
All columns: NCI-60 one-dose screen, growth in % after 48 h at 10 µM unless noted; 100 = growth as untreated, 0 = no growth, -100 = all killed.
NCI-H226 = NCI-H226 lung cancer; 79,000 compounds, 3.5% hits; AID 1794732
NCI-H460 = NCI-H460 lung cancer; AID 1794736; 82,000 compounds, 6.8% hits
IGROV1 = IGROV1 ovarian cancer; AID 1794786; 79,000 compounds, 4.7% hits
NCI-H322M = NCI-H322M lung cancer. AID 1794733. 80,000 compounds, 2.7% hits
NCI-H522 = NCI-H522 lung cancer | 78,000 compounds, 8% hits | AID 1794739
NCI-H23 = NCI-H23 lung cancer. AID 1794731. 80,000 compounds, 4% hits
SK-OV-3 = SK-OV-3 ovarian cancer cells. 80,000 compounds, 3.2% hits. AID 1794785
COLO 205 = COLO 205 colon cancer; 79,000 compounds, 7.3% hits; AID 1794742
NCI/ADR-RES = NCI/ADR-RES ovarian cells | 81,000 compounds, 4.4% hits | AID 1794790
Active calls of the source: *; . = no result given; & = joins results of further samples; [ ] = another dose, or the depositor's remark. How the source made its calls: active means growth percent below 10; inactive means the rest.

SMILES	NCI-H226	NCI-H460	IGROV1	NCI-H322M	NCI-H522	NCI-H23	SK-OV-3	COLO 205	NCI/ADR-RES
N#Cc1ccc(C(F)(F)F)nc1N1CCC(C(=O)NCc2ccc3c(c2)OCO3)CC1	91	107	149	101	79	104	105	116	99
CCOC(=O)Cc1csc2nc(-c3ccccc3)cn12	102	103	119	121	.	110	112	131	107
COc1ccc(Cc2c(N)noc2N)cc1	104	116	118	118	93	109	107	115	107
CCN(CC)CCOC(=O)c1cc(OCc2ccccc2)c(OCc2ccccc2)c(OCc2ccccc2)c1	74	12	43	.	45	59	100	62	53
C=C1C(=O)O[C@H]2[C@H]1CC/C(Cn1cc(-c3ccccc3C(F)(F)F)nn1)=C\CC[C@@]1(C)O[C@@H]21	-46*	49	-21*	82	-82*	7.8*	79	-79*	20
c1cc(C2CCCCC2)ccc1-c1cnc2nonc2n1	48	14	35	50	-3.0*	39	33	2.5*	-3.1*
O=C(Nc1ccc([N+](=O)[O-])cc1)OC1CCS(=O)(=O)C1 (centres undefined)	95	101	100	91	89	90	95	101	91
CCOC(=O)c1c2c(n3ccc(NC(=O)CCN4CCCC4)cc13)C(=O)c1ncccc1C2=O	64	-80*	-71*	-77*	-37*	-72*	74	15	27
O=C(CCN1C(=O)/C(=C/c2ccc(F)cc2)SC1=S)N1CCOCC1	74	69	86	80	-79*	68	91	75	78
COc1cc(C2=C(CN)C(O)n3c(-c4ccccc4)cnc3N2)cc(OC)c1OC (centres undefined)	94	99	97	95	73	87	85	101	94
CCOc1ccc(CN2CCN(CC(O)COc3ccc(OCC(O)CN4CCN(Cc5ccc(OCC)cc5)CC4)cc3)CC2)cc1 (centres undefined)	.	97	80	97	58	67	100	86	100
C=C(C)C(=O)OCCO	94	103	98	93	86	101	106	102	95
Cn1c(N2NC(=O)C(N=Nc3ccc(S(N)(=O)=O)cc3)C2=O)nc(-c2ccccc2)c(C#N)c1=O (centres undefined)	82	108	77	114	104	95	104	119	93
CC(C)(C)c1ccc(O)c(CNCCO)c1	99	93	118	95	105	102	101	104	111
Cc1[nH]c2ccccc2c1C(C[N+](=O)[O-])c1cccs1 (centres undefined)	94	100	95	96	84	99	122	113	101
Cc1ccc(-c2nc(NCCO)nc(N)c2C#N)cc1	83	104	101	98	79	98	89	98	103
C/C(=N/O)c1ccc(NC(=O)CSc2nnc(-c3ccccc3)o2)cc1	82	62	82	102	37	75	80	67	40
COc1ccc(C/C(C)=C(\c2ccc(OCCN3CCCCCC3)cc2)c2ccc(OC(=O)C3CCCCC3)cc2)cc1	78	38	52	74	63	64	78	10	73
NC(=O)c1cc2cc(CN3CCCCC3)ccc2o1	97	107	110	103	95	107	104	117	101
O=C(O)c1ccc(C(S(=O)(=O)c2ccccc2)S(=O)(=O)c2ccccc2)cc1	99	106	110	.	84	108	108	113	108
CCOC(=O)c1ccc2c(c1)ncn2-c1ccc(NS(C)(=O)=O)cc1	118	102	108	110	95	102	116	116	102
O=C(Cc1cccc(Cl)c1)c1ccccc1	98	105	109	99	73	95	105	119	95
Cn1cccc1C(=O)C1C(c2ccc(F)cc2)C2CCCN2C12C(=O)Nc1ccccc12 (centres undefined)	95	102	88	104	85	96	101	102	101
Cc1ccc(C2CC(c3ccc(Cl)cc3)=NN2c2nc(-c3cc4ccccc4oc3=O)cs2)cc1 (centres undefined)	88	120	102	104	96	91	64	115	97
O=C1OC2CC1CCC2Br (centres undefined)	117	110	114	122	107	100	107	117	101

For convenience, some entries already given.
SMILES	NCI-H226	NCI-H460	IGROV1	NCI-H322M	NCI-H522	NCI-H23	SK-OV-3	COLO 205	NCI/ADR-RES
N#Cc1ccc(C(F)(F)F)nc1N1CCC(C(=O)NCc2ccc3c(c2)OCO3)CC1	91	107	149	101	79	104	105	116	99
CCOC(=O)Cc1csc2nc(-c3ccccc3)cn12	102	103	119	121	.	110	112	131	107
COc1ccc(Cc2c(N)noc2N)cc1	104	116	118	118	93	109	107	115	107

New compounds follow:
SMILES	NCI-H226	NCI-H460	IGROV1	NCI-H322M	NCI-H522	NCI-H23	SK-OV-3	COLO 205	NCI/ADR-RES
Oc1ccccc1-c1cncnc1	105	102	107	112	94	106	113	113	109
COc1ccc(/C(=C(\c2ccccc2)[N+](=O)[O-])c2ccc(OCCN3CCCC3)cc2)cc1	73	.	.	87	84	75	99	8.9*	84
COc1cc(/C=C2\C(=O)N(c3c(Cl)cccc3Cl)c3ccccc32)cc(OC)c1O	.	-4.4*	6.6*	48	28	48	54	75	39
Nc1cnc2ccccc2c1	103	102	88	105	95	101	117	126	101
O=c1[nH]c(CN/N=C/c2ccc(O)cc2)nc2ccccc12	95	109	108	104	96	93	100	115	103
SCCc1ccccc1	109	108	127	137	.	105	103	114	114
COc1ccc(/C=N\NC(=O)N/N=C/c2ccc(OC)c(OC)c2)cc1OC	93&96	111&115	118&92	100&111	116&101	101&109	114&115	100&99	107&109
COc1ccc(Cn2cc3c(c2-c2ccccc2)CCCc2cnoc2-3)cc1	79	27	51	76	35	78	84	41	30
O=C1N=C2[C@@H]3CCCN3C(=O)c3ccccc3N2C(=O)C1c1ccccc1 (some centres undefined)	92	104	104	101	79	97	107	106	96
O=S1(=O)N(Cc2ccccc2)[C@H](Cc2ccccc2)[C@H](O)[C@H](O)[C@@H](Cc2ccccc2)N1Cc1ccccc1	.	88[7.5 µM]	88[7.5 µM]	91[7.5 µM]	62[7.5 µM]	75[7.5 µM]	92[7.5 µM]	99[7.5 µM]	79[7.5 µM]
CN1CCN(Cc2ccc(NC(=O)c3cncc(C#Cc4cnc5ccc(N6CCSCC6)nn45)c3)cc2C(F)(F)F)CC1	-25*	-47*	-9.2*	-24*	-75*	.	-20*	-88*	-12*
Cc1cc2nc3c(=O)[nH]c(=O)nc-3n(C[C@@H](O)[C@@H](O)[C@@H](O)COP(=O)(O)O)c2cc1C	104	101	106	109	97	102	98	103	98
O=C1C(=O)N(CCCCn2cc(Cn3c4ccccc4c4ccccc43)nn2)c2ccccc21	86	97	70	94	72	87	88	104	88
COC(=O)/C(=C1/OC(=O)C(c2ccccc2)=C1O)c1ccccc1	94	101	.	157	95	98	108	111	107
CCOC(=O)C1(Cc2ccccc2)CCN(Cc2cccc(OC)c2O)CC1	.	-13*	-8.6*	20	17	18	17	10	7.0*
CCN(CC)C(=O)c1nn(C(C)=O)c2cc(F)c(F)cc12	89	98	101	109	104	90	84	107	100
COC(=O)[C@]1(C)CCC[C@]2(C)[C@H]3C[C@H]4C(C(C)C)=C[C@]3(CC[C@H]21)[C@@H]1C(=O)C(CCC#N)(CCC#N)C[C@H](OCCC#N)[C@@H]14	83	80	74	93	77	84	111	79	83
O=C(c1cccnc1)N1CCN(c2ccccc2Cl)CC1	102	109	175	109	122	104	111	108	107
Cc1cc2c(C(C)C)c(O)c(O)c(C=O)c2c(O)c1-c1c(C)cc2c(C(C)C)c(O)c(O)c(C=Nc3ccc(Cc4ccc(N)cc4)cc3)c2c1O	93	112	102	99	94	105	96	106	97
C[N+](C)(C)CCOC(=O)CCC(=O)OCC[N+](C)(C)C	105&100	117&110	117&107	104&99	98&90	109&96	102&106	109&111	110&101
Cc1cc(C(=O)NNC(=NCc2ccccc2)c2cc(C)on2)no1	100	103	.	108	.	89	105	105	93
Cc1c(O)cccc1O	93	114	159	90	73	106	97	116	94
CC1(c2ccc(N)cc2)c2[nH]c3ccccc3c2C(C)(c2ccc(N)cc2)c2[nH]c3ccccc3c21 (centres undefined)	94	94	86	87	85	93	109	98	91
COc1ccc(S(=O)(=O)N(Cc2ccc3c(n2)C=CC(C)(C)O3)C2CCC2)cc1OC	.	1.8*	-24*	-20*	-28*	-15*	-3.4*	0.2*	7.0*
CCOC(=O)/C(=C(/C)NCC(C)C)c1cc(O)c(O)c2c(C)cc(=O)[nH]c12	72	23	61	63	27	51	84	100	17
SMILES	NCI-H226	NCI-H460	IGROV1	NCI-H322M	NCI-H522	NCI-H23	SK-OV-3	COLO 205	NCI/ADR-RES
COc1cc(-c2nc(-c3nnc(-c4ccc(C(F)(F)F)cc4)o3)c3ccccn23)cc(OC)c1OC	88	88	141	78	67	85	91	95	67
CCCCCCCCP(CCCCCCCC)CCCCCCCC	109	108	114	118	106	98	96	113	100
C[C@H](c1ccccc1)N1C(=O)C2=Nc3cccc(Cl)c3CN2C1=S	100	101	96	105	84	98	112	112	96
COc1cc2ncnc(Nc3ccc(F)c(Cl)c3)c2cc1OCC(=O)N1CCCC1	105	93	54	39	87	88	108	116	88
C#CCOc1ccc(/C=N/Nc2nc(-c3cc(Cl)ccc3Cl)cs2)cc1	77	97	64	105	84	75	98	105	95
N#Cc1ccc([C@H]2c3[nH]c4ccccc4c3C[C@H]3C(=O)N(CCCCCCC(=O)NO)CC(=O)N23)cc1	99	110	111	102	97	103	120	119	100
Cc1ccccc1NC(=O)/C(=N/N1C(=O)SCC1=S)N1CCOCC1	94	104	95	92	84	101	98	95	101
O=c1[nH]c(=S)[nH]cc1Oc1ccc(Cl)cc1Cl	89	101	86	97	82	96	100	75	98
CCCCc1nc(Cl)c(C2CC(c3ccc(S(N)(=O)=O)cc3)=NN2c2ccccc2)[nH]1 (centres undefined)	100	111	120	90	79	104	84	106	107
COc1cc(-c2nc(SCC(=O)Nc3ccc(C(=O)/C=C/c4ccc(Cl)cc4)cc3)[nH]c(=O)c2C#N)cc(OC)c1OC	89	90	109	93	82	102	80	90	101
CN=C1Nc2cc(OC)c(OC)c(OC)c2C(c2cc(Cl)ccc2F)S1 (centres undefined)	95	102	103	97	61	98	103	116	102
C=C(c1ccc(C(=O)O)c(F)c1)c1cc2c(cc1C)C(C)(C)CCC2(C)C	83	82	98	101	78	80	85	123	80
CCCNC(=O)Oc1ccc(/C(=C(/C)Cc2ccc(OC)cc2)c2ccc(OCCN(C)C)cc2)cc1	90	87	105	82	94	90	91	84	87
Cc1ccc(C2=C/C(=C/c3ccc(Br)cc3)C(=O)N2CCc2ccc(S(N)(=O)=O)cc2)cc1	97	100	86	91	89	100	.	115	89
COc1ccccc1NC(=O)OCC12COCN1COC2	99	104	109	107	100	100	105	108	107
COc1ccccc1-c1nc2cc(C(=O)NCc3ccccc3)ccc2n1C1CCCCC1	106	111	115	91	73	99	72	112	91
CCOC(=O)C/C(=N\Nc1cc(=O)[nH]c2ccccc12)C(=O)OCC	100	108	102	107	100	99	114	115	103
COc1ccc(-c2cn(-c3ccc(Cl)c(Cl)c3)c(=S)[nH]2)cc1	75	72	88	78	67	76	51	93	88
C[C@H]1CC2C([C@@H](O)C[C@@]3(C)C2CC[C@]3(O)C(=O)COC(=O)CCC(=O)O)[C@@]2(C)C=CC(=O)C=C12 (some centres undefined)	80	97	96	100	96	101	70	96	88
O=[N+]([O-])c1cc(O)cc2cccnc12	111	100	.	108	80	101	112	120	108
C=C(C)[C@@H]1C/C=C(/C=O)CC[C@@H]2O[C@@]2(C)CC/C=C(\C)CC1	99	99	986	91	186	116	106	.	115
CCOC(=O)C1=CNn2c(nc3sc4c(c3c2=O)CCN(C)C4)N(c2ccc(Cl)cc2)C1=N	96	136	92	.	94	93	91	111	103
Nc1c(C(=O)Nc2cccc3ccncc23)sc2nc3c(cc12)CN(Cc1ccccc1)CC3	105	111	108	111	93	104	113	112	104
NC(=O)N(N)CCO	90	104	102	106	94	110	91	96	115
O=C1Cc2cc(O)ccc2O1	103	111	104	94	88	111	100	117	107
SMILES	NCI-H226	NCI-H460	IGROV1	NCI-H322M	NCI-H522	NCI-H23	SK-OV-3	COLO 205	NCI/ADR-RES
COc1cc(C=O)cc(Cl)c1OC	105	111	109	106	87	101	106	113	103
COc1ccc(Nc2[nH]n3c(=O)cc(C)nc3c2C(N)=O)c(OC)c1	97	105	107	96	85	100	88	102	103
O=C1NC(=O)C2(CCc3ccccc32)N1 (centres undefined)	93&101	116&98	106&119	106&99	81&99	89&108	101&114	108&97	93&109
Cc1cc(Cl)ncc1[N+](=O)[O-]	100	83	110	100	69	107	89	100	105
COC(=O)C1=Cc2nc(C=O)cc3c4ccccc4n(c23)C1C(=O)OC (centres undefined)	99	101	93	98	95	97	117	109	96
COc1ccc(/C=C(/NC(=O)c2ccccc2)C(=O)Nc2ccc(S(N)(=O)=O)cc2)cc1	105	105	94	110	90	100	97	110	106
CC(CC#N)OC(=O)c1cccc([N+](=O)[O-])c1 (centres undefined)	96	102	99	102	.	105	106	111	110
Cn1cnc2c(Nc3ccccn3)nc(Cl)nc21	104	102	101	101	95	103	107	114	111
COc1ncc(-c2ccc3nccc(-c4ccnnc4)c3c2)cc1NS(=O)(=O)c1ccc(F)cc1F	-4.7*	5.4*	-24*	-31*	-44*	3.2*	-52*	-83*	-20*
O=C(NCCNc1cc(-c2cn(-c3ccccc3)nc2-c2cccc(O)c2)ccn1)Nc1ccc(Cl)c(Cl)c1	84	91	71	78	77	87	108	107	89
CCSCCSCC	100	109	106	105	64	101	96	100	99

Sorted by length of the SMILES (low to high): part of the list above
SMILES	NCI-H226	NCI-H460	IGROV1	NCI-H322M	NCI-H522	NCI-H23	SK-OV-3	COLO 205	NCI/ADR-RES
O=C1NC(=O)C2(CCc3ccccc32)N1 (centres undefined)	93&101	116&98	106&119	106&99	81&99	89&108	101&114	108&97	93&109
Cn1cnc2c(Nc3ccccn3)nc(Cl)nc21	104	102	101	101	95	103	107	114	111
CC(CC#N)OC(=O)c1cccc([N+](=O)[O-])c1 (centres undefined)	96	102	99	102	.	105	106	111	110
COc1ccc(Nc2[nH]n3c(=O)cc(C)nc3c2C(N)=O)c(OC)c1	97	105	107	96	85	100	88	102	103
COc1ccc(/C=C(/NC(=O)c2ccccc2)C(=O)Nc2ccc(S(N)(=O)=O)cc2)cc1	105	105	94	110	90	100	97	110	106
